beta cell repl: induces beta-cell replication in MIN6 cells. MIN6 cells proliferation, ATPlite luminescence, 48 h; cells starved in 0.2% serum; 100% = growth in 10% serum. proliferation, % at 10 µM. 330,000 compounds, 0.29% hits. AID 2380;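 active means compounds whose signal lies at least 3.5 SD above the mean of all wells on their plate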;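 further: 0% = DMSO-treated cells in low-serum medium and 100% = 10% serum control; some compounds called inactive have numbers as strong as hits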
hIAP block: blocks human intestinal alkaline phosphatase; P09923; purified IAP, CDP-Star luminescence, 30 min; inhibition, % at 10 µM; 330,000 compounds, 0.12% hits; AID 2544;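 active means inhibition reaching a set limit with compound at 10 µM in the primary screen, cut at about 35% in these data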;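 further: plate controls were DMSO wells with enzyme for no effect and no-enzyme buffer wells for full effect; values of inactives mirror those of a sister screen read the other way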
Target sequence (P09923 whole entry, looked up): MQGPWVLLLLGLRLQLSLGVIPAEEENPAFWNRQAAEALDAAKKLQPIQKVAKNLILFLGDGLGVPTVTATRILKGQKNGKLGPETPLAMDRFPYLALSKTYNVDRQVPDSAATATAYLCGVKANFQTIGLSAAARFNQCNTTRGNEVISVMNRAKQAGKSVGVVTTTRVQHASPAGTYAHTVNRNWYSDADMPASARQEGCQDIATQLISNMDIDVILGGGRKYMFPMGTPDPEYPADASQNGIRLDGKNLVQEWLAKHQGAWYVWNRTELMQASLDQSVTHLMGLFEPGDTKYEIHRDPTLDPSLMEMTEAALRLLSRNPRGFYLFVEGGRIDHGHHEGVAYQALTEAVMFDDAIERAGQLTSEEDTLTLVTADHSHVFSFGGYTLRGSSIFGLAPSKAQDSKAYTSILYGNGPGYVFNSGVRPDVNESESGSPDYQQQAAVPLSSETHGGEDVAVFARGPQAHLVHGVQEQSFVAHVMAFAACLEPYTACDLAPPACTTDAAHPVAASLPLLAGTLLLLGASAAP
TIM10 inh: inhibits growth of TIM10 yeast strain; S. cerevisiae TIM10 strain growth, BacTiter-Glo luminescence, 24 h; inhibition, % at 10 µM; 330,000 compounds, 1.4% hits;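 active means inhibition of 40% or more at the single tested concentration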;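 further: wild-type TIM10 isogenic control strain grown at permissive 25 °C; 0% = DMSO yeast wells and 100% = minimal medium wells without yeast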
A3G deaminase: APOBEC3G (human) deaminase inhibition. Q9HC16. recombinant A3G, ssDNA deamination FAM/TAMRA fluorescence. inhibition, % at 20 µM. 330,000 compounds, 0.28% hits;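 active means inhibition of at least 40% at 20 µM, with no more than 30% in the related APOBEC3A deaminase screen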;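 further: plate controls were DMSO wells with A3G for no effect and wells lacking A3G enzyme for full effect; some compounds called inactive have numbers as strong as hits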
Target sequence (Q9HC16 whole entry, looked up): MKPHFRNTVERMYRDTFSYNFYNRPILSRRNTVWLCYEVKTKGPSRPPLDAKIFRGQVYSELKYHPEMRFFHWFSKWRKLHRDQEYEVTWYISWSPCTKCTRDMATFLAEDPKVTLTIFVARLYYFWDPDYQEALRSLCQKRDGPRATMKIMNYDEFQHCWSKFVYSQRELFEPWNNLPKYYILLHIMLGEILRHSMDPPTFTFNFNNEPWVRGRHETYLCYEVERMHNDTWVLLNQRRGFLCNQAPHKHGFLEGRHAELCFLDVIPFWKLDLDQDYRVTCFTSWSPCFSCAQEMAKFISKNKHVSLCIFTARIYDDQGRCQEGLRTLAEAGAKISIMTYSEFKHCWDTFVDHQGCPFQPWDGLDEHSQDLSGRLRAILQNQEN
mIAP act: increases mouse intestinal alkaline phosphatase activity. AID 2805. muIAP, CDP-Star luminescence, 30 min; hits give high values; 1 = vehicle-only enzyme signal, 0 = enzyme-free wells. 330,000 compounds, 0.24% hits. activation factor at 10 µM;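 active means activation factor of at least 2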; further: the source names both 10 and 20 µM as test concentration; values of inactives mirror those of a sister screen read the other way
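Assay system: mouse IAP enzyme; Reagent: CDP-Star chemiluminescent phosphatase substrate; Compound: DMSO-dissolved test compounds; Incubation: 30 min, room temperature; Technique: luminescence from enzymatic CDP-Star hydrolysis; Controls: DMSO-only wells and no-enzyme negative control.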
NLRP3 yeast inh: blocks the NALP3 inflammasome reconstituted in yeast; Yeast reconstituted NLRP3/ASC/caspase-1, beta-gal luminescence, 24 h; inhibition, % at 10 µM; 330,000 compounds, 0.39% hits; AID 2825;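 active means inhibition of 50% or more; inactive means inhibition below 50%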;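 further: plate controls were induced DMSO wells for no effect and uninduced yeast grown without galactose for full effect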
mIAP block: mouse IAP inhibition. inhibition, % at 10 µM. purified mouse IAP, CDP-Star luminescence, 30 min. AID 2806. 330,000 compounds, 0.2% hits;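 active means inhibition of at least 40% at 10 µM in the primary screen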;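 further: plate controls were DMSO with enzyme for no effect and no enzyme wells for full effect; values of inactives mirror those of a sister screen read the other way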
A3A deaminase: blocks human APOBEC3A ssDNA deamination; recombinant A3A, FAM/TAMRA ssDNA deamination fluorescence; inhibition, % at 20 µM; 330,000 compounds, 0.41% hits; AID 493011;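 active means at least 40% inhibition at 20 µM here, with at most 30% in a related deaminase screen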;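 further: plate controls were A3A with DMSO for no effect and wells lacking A3A enzyme for full effect; some results filed as inactive read as strong as hits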
Target sequence (P31941 whole entry, looked up): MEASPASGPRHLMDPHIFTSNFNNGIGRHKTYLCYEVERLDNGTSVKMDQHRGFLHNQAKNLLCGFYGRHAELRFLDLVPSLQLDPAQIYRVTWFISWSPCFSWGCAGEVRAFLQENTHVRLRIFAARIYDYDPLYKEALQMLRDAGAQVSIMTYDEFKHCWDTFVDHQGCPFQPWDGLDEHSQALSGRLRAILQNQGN
tim10-1 inh: growth inhibitors of tim10-1 mutant yeast | inhibition, % at 20 µM | S. cerevisiae tim10-1 ts strain growth, BacTiter-Glo, 24 h | 330,000 compounds, 2.2% hits;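 active means inhibition of at least 40%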;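 further: mutant grown at 25 °C; 0% = DMSO wells with yeast and 100% = wells holding no yeast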
Numbers without * were called inactive; / = no result given.

SMILES	beta cell repl	hIAP block	TIM10 inh	A3G deaminase	mIAP act	NLRP3 yeast inh	mIAP block	A3A deaminase	tim10-1 inh
CC(=O)c1ccc(NC(=O)C(C)N(C)CC(=O)Nc2ccccc2Cl)cc1 (stereo not given)	3	4	-21	-5	0.98	0	2	-2	9
COc1ccc(-n2nc(C(=O)NCC3CCCO3)c3ccccc3c2=O)cc1 (stereo not given)	-3	-12	8	0	1	16	-3	2	13
C/C(CC(=O)Nc1ccc(OCc2ccccc2)cc1)=N\NC(=O)C(=O)Nc1ccccc1C	-5	-15	2	-3	0.84	24	16	-2	6
O=C(NCCN1CCOCC1)c1ccc(Cl)c(S(=O)(=O)N2CCCC2)c1	0	-32	8	-10	1	7	-4	-4	21
CC(C)C(=O)N=C1SC2CS(=O)(=O)CC2N1Cc1ccccc1 (stereo not given)	2	-6	7	-5	0.99	-15	1	-6	7
CC(C)C[C@H](NC(=O)c1nc[nH]c1C(=O)N[C@@H](CCCCNC(=O)OC(C)(C)C)C(=O)OC(C)(C)C)C(=O)OC(C)(C)C	-8	-62	17	-14	0.98	16	2	-3	36
Cc1cc(C)c(NC(=O)COC(=O)C2CCC(=O)N2)c(C)c1 (stereo not given)	0	-4	7	-10	0.97	16	3	-1	-11
N#Cc1ccc(NC(=O)COC(=O)CCNS(=O)(=O)c2ccccc2)cc1	-1	-11	-14	-11	1.2	2	-18	-4	1
COC(=O)C1=C(C)N(C2CCCCC2)C(=O)/C1=C\c1cccs1	-3	23	33	-6	0.99	20	1	3	33
O=C(NCCCn1ccnc1)c1ccccc1Cl	-3	4	3	-8	0.99	12	1	-3	3
Cc1ccc(C(C(=O)NC2CCCC2)N(Cc2cccs2)C(=O)c2csnn2)o1 (stereo not given)	-1	7	-13	-4	1	-1	-3	-1	22
CC(=O)c1ccc(S(=O)(=O)N(CCCO)Cc2cc3cc4c(cc3[nH]c2=O)OCCO4)cc1	-2	-10	4	-7	0.93	8	7	-1	16
c1ccc2[nH]c(SCc3ccc(-c4nnco4)cc3)nc2c1	-1	-16	23	-6	1.1	-5	-9	-1	30
CC(=O)Nc1cccc(-n2nnc(SCC(N)=O)n2)c1	-2	-12	12	-9	1	12	-2	-2	1
Cc1ccc2c(C)nc(Nc3ncc4c(n3)CCCC4=O)nc2c1	-3	-29	-10	-8	0.93	0	7	1	26
C[C@@H]1C=C(C(=O)O)O[C@H](OCc2ccc(CO)cc2)C1	-2	3	10	-12	0.77	12	23	1	-17
O=C(N/N=C/c1coc2ccccc2c1=O)c1ccc(Cl)cc1	-3	-39	21	0	0.93	6	7	3	25
O=C(Nc1ccccc1Sc1ccccc1)C1CCCO1 (stereo not given)	0	-8	-15	-6	0.95	1	5	-2	-2
O=c1cc2c(nn1Cc1cccc([N+](=O)[O-])c1)-c1ccccc1CC2	0	10	-12	-16	0.83	49	17	-2	-4
Cc1c(C=O)c2ccccn2c1C(=O)c1ccccc1	-3	-3	-17	-5	0.99	56*	1	-6	17

2 of these compounds, set out differently.
smiles | beta cell repl | hIAP block | TIM10 inh | A3G deaminase | mIAP act | NLRP3 yeast inh | mIAP block | A3A deaminase | tim10-1 inh
CC(=O)c1ccc(S(=O)(=O)N(CCCO)Cc2cc3cc4c(cc3[nH]c2=O)OCCO4)cc1 | -2 | -10 | 4 | -7 | 0.93 | 8 | 7 | -1 | 16
c1ccc2[nH]c(SCc3ccc(-c4nnco4)cc3)nc2c1 | -1 | -16 | 23 | -6 | 1.1 | -5 | -9 | -1 | 30

Continuation.
SMILES	beta cell repl	hIAP block	TIM10 inh	A3G deaminase	mIAP act	NLRP3 yeast inh	mIAP block	A3A deaminase	tim10-1 inh
Cc1ccc(NC(=O)c2ncn(CC(=O)NCc3nc4ccccc4[nH]3)n2)cc1C	/	/	-3	5	0.94	/	6	3	-4
C[C@@]12C(=O)N(c3cccc(Cl)c3)C(=O)N1[C@@H]1c3ccccc3OC[C@@H]1[C@H]2c1ccccc1	-4	6	9	-8	0.92	-6	8	-4	14
O=C(Nc1ncc(C(F)(F)F)cc1Cl)c1ccc(S(=O)(=O)N2CCOCC2)cc1	-1	10	-5	-6	1	11	-1	-1	8
O=C(Nc1cc2c3c(c1)CC(=O)N3CCC2)c1ccccc1C(F)(F)F	5	-13	-3	-4	0.94	7	6	2	-11
CC(=O)Nc1ccccc1OC(C)C(=O)N1CCC(C)CC1 (stereo not given)	0	-9	-9	-6	1.1	-1	-13	-8	5
Cc1nc(-c2ccccc2)sc1C(=O)CSc1ccc(Cl)cc1	-4	-5	-1	3	0.92	17	8	3	10
Cc1ccc(-n2c(Cc3ccccc3)n[nH]c2=S)c(C)c1	2	-37	14	16	1.1	34	-11	3	8
COc1ccc(C(=O)N2CCOC2CNC(=O)C(=O)NCc2ccccc2Cl)cc1 (stereo not given)	5	8	2	-4	1	2	-2	6	16
CC(C)C(NC(=O)c1ccccc1)C(=O)NC1CCCc2ccccc21 (stereo not given)	2	3	-7	-4	1.1	16	-13	0	10
COc1ccc(C(=O)N2CCCC(C(=O)c3ccccc3OC)C2)cc1OC (stereo not given)	-1	-7	1	-3	1.1	-9	-6	0	9
COc1ccccc1CNC(=O)C1CCCN(S(=O)(=O)c2ccc3c(c2)C(C)(C)C(=O)N3C)C1 (stereo not given)	-3	-6	6	-7	0.97	5	3	-4	5
CC(=O)Nc1ccc(NC(=O)C(C)OC(=O)c2cc(S(=O)(=O)N3CCOCC3)ccc2Cl)cc1 (stereo not given)	-1	-2	2	4	1.1	10	-7	6	5
Cc1ccc(-c2cc(C(=O)N3CCN(c4ccc(F)cc4)CC3)c3ccccc3n2)o1	-4	-18	27	-4	0.81	17	18	13	44*
Cc1cc(Nc2ccc(F)cc2F)n2nc(C)nc2n1	-5	-11	9	-4	1.1	4	-8	4	15
O=C(CN1C(=O)c2cccnc2Oc2ccc(Cl)cc21)NCCc1ccccc1	-4	-2	10	2	1.1	4	-6	2	-15
Cc1cc(C(=O)COC(=O)c2cc(Cl)ccc2N)c(C)n1Cc1ccco1	-5	6	9	-2	1.1	3	-10	5	-8
COc1ccc(-c2nnn3c2nc(NCc2ccccc2)c2ccccc23)cc1	6	-92	-24	-6	1.1	10	-8	2	10
COc1ccc(CC(=O)Nc2cc(Cl)ccc2N2CCCC2)cc1	0	-6	25	-5	0.96	22	4	-5	-2
Cc1ccc(NC(=S)N(CCCN(C)C)Cc2cc3cc4c(cc3[nH]c2=O)OCO4)c(C)c1	-4	9	19	-5	0.91	18	10	2	11
COC(=O)c1ccc(C2Nc3ccccc3NC3=C2C(=O)CC(C)(C)C3)cc1 (stereo not given)	1	-14	3	-1	0.88	12	12	-6	3
O=C1C2CCCCC2C(=O)N1c1ccc(NC2CCN(Cc3ccccc3)CC2)c([N+](=O)[O-])c1 (stereo not given)	-3	2	-8	0	0.94	13	6	4	-13
Cc1cccc(/C(N)=N/OC(=O)c2ccccc2Cl)c1	-3	-5	71*	0	1	12	0	1	60*
COc1ccc(OC)c(S(=O)(=O)NCCC2=CCCCC2)c1	0	4	10	-5	0.93	4	7	-3	23
O=C(NCCc1ccc(Cl)cc1)c1ccc2c(c1)OCCO2	-2	-16	-10	-5	1.1	32	-5	-5	-10
COc1ccc(-c2nc(C(F)(F)F)c(OC)o2)cc1OC	-2	4	21	-9	1	15	-2	-3	18
O=C(Nc1cccc(S(=O)(=O)NC2=NCCCCC2)c1)c1cc(-c2ccco2)nc2ccccc12	5	0	-6	49	0.69	3	31	57	6
O=C(O)c1nc(-c2ccccc2)n(-c2ccccc2)n1	0	7	5	-3	1	14	0	-2	-4
Cc1cc(-c2nn(-c3ccccc3F)cc2CN2CCCC(C(N)=O)C2)c(C)s1 (stereo not given)	-2	5	-2	-4	1	-1	-3	0	10
O=C(NCCN1C(=O)C2C3C=CC(C3)C2C1=O)N1CCOCC1 (stereo not given)	-3	-14	4	-9	1	-11	-5	-4	9
C=CCC[C@@H](Cc1ccc(F)cc1)C(=O)OCCNC(=O)[C@@H](CC=C)CC(=O)N(CCO)Cc1ccccc1	-4	2	2	-3	1.1	13	-15	-1	12
O=C(COc1ccc(-c2ccccc2)cc1)N1CCCC1	-2	8	19	-8	0.92	30	8	1	26
CCCc1c(C)nn(-c2ncccc2[N+](=O)[O-])c1C	-2	10	-15	0	0.9	24	10	3	6
COC(=O)Nc1nnc(SCc2ccc(C)cc2)s1	-1	-12	18	-4	1.1	4	-12	-8	22
COc1ccc(/C=N/N2CCN(c3ccccc3)CC2)cc1Br	-2	0	2	-1	1.1	21	-11	-6	5
COc1ccc(CC(=O)NCC(=O)N/N=C/c2ccc(C)o2)cc1	0	-16	-15	-6	1	12	-3	-3	4
Nc1nc2c(s1)C(=O)CCC2	-1	10	-10	-1	1	-1	-2	1	1
NC(=O)c1c(NC(=O)CSc2nnc(-c3ccccc3)n2CC2CCCO2)sc2c1CCC2 (stereo not given)	-1	1	8	-2	0.88	3	12	3	10
CC1CCN(c2c(NCc3ccc(C(=O)N(C)C4CCCCC4)cc3)c(=O)c2=O)CC1	-1	-2	1	-6	1.1	-5	-10	0	-1
Cc1ccccc1Nc1nc(-c2sc(NC(=O)c3ccc([N+](=O)[O-])cc3)nc2C)cs1	-7	8	11	-3	0.72	2	28	-1	11
CC(=O)C(Sc1ccc2nnc(-c3ccc(C)cc3)n2n1)C(C)=O	-3	-6	-4	-10	1	13	-2	-11	16
O=C(/C=C/c1ccc2ccccc2n1)N1CCN(S(=O)(=O)c2ccccc2F)CC1	1	5	36	-5	0.95	16	5	1	36
C[C@]12c3[nH]c4ccc(Cl)cc4c3CCN1C(=O)[C@@H](CC(=O)NCCc1ccccn1)C[C@@H]2C(=O)N1CCCCC1	/	/	-9	-3	1.2	/	-20	-1	17
CCOC(=O)c1c(NC(=O)CSc2nnc3c(n2)[nH]c2ccccc23)sc2c1CCN(C)C2	-4	-12	-3	7	0.8	10	20	1	8
Cc1ccc(OCC(=O)Nc2cccc(-c3nnc(-c4ccccc4)o3)c2)c(C)c1	-2	16	-4	-1	0.9	8	10	1	9
CCCN(CC(=O)Nc1ccccc1OC)C(=O)CSC(=S)N1CCCC1	-2	3	7	3	0.94	15	6	1	16
COCCCNC(=O)CCC(=O)NNc1nc2ccccc2c2nc(-c3ccccc3)nn12	0	13	3	-13	0.77	14	24	-3	9
CCn1c(COc2cccc(OC)c2)nnc1SCC(=O)Nc1cccc(OC)c1	-2	6	1	-3	1	5	-2	0	15
CN(C)N1C(N)=C(C#N)C(c2ccc(Br)cc2)C2=C1CC(C)(C)CC2=O (stereo not given)	-2	-4	4	-6	0.99	-3	1	2	0
Cc1nn(CC(=O)OCC(=O)Nc2ccccc2[N+](=O)[O-])c(C)c1[N+](=O)[O-]	-3	7	11	-3	1	1	0	4	21
Cc1nn(-c2ccccc2)c2sc(-c3n[nH]c(=S)o3)cc12	-3	-27	-33	-3	0.94	21	6	-3	18
CCOc1ccc(C(=O)Nc2nnc(SCC(=O)NCC3CCCO3)s2)cc1OCC (stereo not given)	-1	-26	16	-5	0.98	16	2	3	-7
CC(=O)Nc1ccc(NC(=O)C(C)Sc2nnc(C3CC3)n2-c2ccccc2)cc1 (stereo not given)	1	5	-8	-7	1.1	24	-6	-3	-13
Cc1nc(SCC(=O)NCCc2ccc(Cl)cc2)nc(C)c1C	-2	0	20	-3	0.98	11	2	8	16
CN(C)c1cccc(C(=O)Nc2cc(C(F)(F)F)ccc2-n2cnc3ccccc32)c1	0	7	6	-4	1.1	6	-7	2	4
O=C(/C=C/c1ccc(Cl)cc1Cl)NC(=S)Nc1ccccn1	-1	-20	12	-3	0.92	9	8	-1	26

Screens from PubChem BioAssay.
